Assay outcomes deposited in PubChem by National Center for Advancing Translational Sciences (NCATS).
D2 antag: antagonizes the human D2 dopamine receptor | HEK293 TREx D2 cells, calcium flux, dopamine EC80 | inhibition, % at 10 µM | 2% of 340,000 active; in the data active = inhibition above about 30%; note: 0% is about no effect
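Antagonism is scored as inhibition of an EC80 dopamine-evoked calcium signal in a force-coupled, tetracycline-inducible HEK293 T-REx D2 line, with compound present 180 s before agonist.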
D1 agonist: agonists of human D1 dopamine receptor; P21728; HEK293 T-REx D1 cells, calcium flux, agonist mode; activation, % at 2 µM; 1% of 360,000 active; note: 0% is about no effect
Target sequence (P21728 whole entry, looked up): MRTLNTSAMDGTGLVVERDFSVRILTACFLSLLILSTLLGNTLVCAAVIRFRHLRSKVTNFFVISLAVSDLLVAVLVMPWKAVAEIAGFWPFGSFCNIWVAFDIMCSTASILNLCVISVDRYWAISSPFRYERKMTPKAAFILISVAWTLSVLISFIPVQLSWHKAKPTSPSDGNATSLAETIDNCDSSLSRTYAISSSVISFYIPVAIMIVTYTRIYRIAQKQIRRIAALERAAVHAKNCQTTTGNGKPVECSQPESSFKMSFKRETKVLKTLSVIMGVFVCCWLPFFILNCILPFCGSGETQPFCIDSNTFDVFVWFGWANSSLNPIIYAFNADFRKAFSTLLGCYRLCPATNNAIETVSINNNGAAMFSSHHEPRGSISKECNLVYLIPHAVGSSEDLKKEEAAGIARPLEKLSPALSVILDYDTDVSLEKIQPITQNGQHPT
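Inducible HEK293 T-REx D1 cells, force-coupled to calcium signalling, were plated at 4000 cells/well with tetracycline and held overnight at 30 C. After no-wash calcium dye loading, compound-evoked calcium rise over 180 s flagged agonists.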
D2 PAM: D2 dopamine receptor (human) potentiation; P14416; HEK293 T-REx D2, calcium flux, EC20 dopamine potentiation; potentiation, % at 10 µM; 0.34% of 340,000 active; AID 485347;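 active = potentiation over 3 SD above the plate norm, cut at about 30% in these data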; note: 0% is about no effect
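Cells plated with tetracycline inducer and held overnight at 30 C; calcium dye loaded 30–90 min at room temperature; baseline taken, compound added and read 180 s; EC20 dopamine then added and read 180 s.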
D1 potentiator: potentiators of human D1 dopamine receptor; P21728; potentiation, % at 10 µM; HEK293 TREx D1 cells, calcium flux, dopamine EC20 potentiation; 0.036% of 360,000 active; in the data active = potentiation above about 30%; note: 0% is about no effect
TRHR ag: activates the human TRH receptor | P34981 | TRHR cells, calcium flux fluo-8, FDSS agonist mode | activation, % at 2 µM | 0.18% of 360,000 active | AID 493084; note: 0% is about no effect
Target sequence (P34981 whole entry, looked up): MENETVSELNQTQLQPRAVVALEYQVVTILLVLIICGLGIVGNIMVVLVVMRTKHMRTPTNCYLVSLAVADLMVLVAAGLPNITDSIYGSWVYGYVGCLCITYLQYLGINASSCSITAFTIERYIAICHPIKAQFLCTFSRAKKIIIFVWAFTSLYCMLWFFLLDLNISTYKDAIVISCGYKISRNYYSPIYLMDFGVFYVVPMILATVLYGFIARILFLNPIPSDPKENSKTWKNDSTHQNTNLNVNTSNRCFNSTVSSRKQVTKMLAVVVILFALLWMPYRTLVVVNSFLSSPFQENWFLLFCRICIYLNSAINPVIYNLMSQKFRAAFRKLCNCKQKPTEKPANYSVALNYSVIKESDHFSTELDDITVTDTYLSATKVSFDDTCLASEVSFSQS
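Fluo-8-loaded TRHR cells; 10 s baseline, compound added, kinetic Ca2+ fluorescence read 1/s, agonist mode.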
D1 antagonist: blocks dopamine activation of the human D1 receptor | HEK293 TREx D1 cells, calcium flux, dopamine EC80; hits give low values | activity change, negative = inhibition, % at 10 µM | 3.2% of 360,000 active | P21728; in the data active = activity change below about -30%; note: % is set by controls: 0 for no effect and ±100 for the full control effect
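Cells carrying a force-coupled, tetracycline-inducible human D1 receptor report calcium flux. Each well gets a 10 s baseline, compound with 180 s monitoring, then an EC80 dopamine stimulus with a second 180 s kinetic read.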
TRHR enhancer: allosterically enhances the human TRH receptor; P34981; TRHR cells, fluo-8 calcium fluorescence, EC20 TRH enhancement; enhancement, % at 2 µM; 0.66% of 360,000 active; AID 493056; in the data active = enhancement above about 30%; note: 0% is about no effect
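TRHR-expressing cells loaded with fluo-8 calcium dye were read kinetically (ex 480/em 530) during compound addition, then stimulated with an EC20 of TRH (10 nM final). Enhancement of the Gq-mediated intracellular calcium response was scored.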
RXFP1 antagonist: blocks the human relaxin receptor RXFP1 | AID 1259400 | Q9HBX9 | HEK293-RXFP1, relaxin-stimulated cAMP HTRF, 30 min; hits give low values | 0.59% of 350,000 active | activity change, negative = inhibition, % at 57.5 µM;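 active = activity change of -60% or lower, but not beyond a set lower limit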; note: % is set by controls: 0 for no effect and ±100 for the full control effect
D2 agonist: D2 dopamine receptor (human) agonism; P14416; HEK293 T-REx D2 cells, calcium flux agonist mode; 0.53% of 340,000 active; activation, % at 2 µM;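 active = activation over 3 SD above normal in the single-dose calcium agonist read, cut at about 30% in these data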; note: 0% is about no effect
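Tetracycline-induced HEK293 Trex cells with D2 receptor force-coupled to calcium signaling, plated overnight at 30 C and loaded with no-wash calcium dye. Calcium flux read kinetically for 180 s after compound addition; responses flag agonists.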
* hit, by the source's call; . = not tested or not shown. Cut-off read from the data, not from the text of the source, unless noted: active = activation above about 30%; inactive = the rest. Random draw from the library (roughly 7.1% active in at least one column).

SMILES	D2 antag	D1 agonist	D2 PAM	D1 potentiator	TRHR ag	D1 antagonist	TRHR enhancer	RXFP1 antagonist	D2 agonist
CCC(C)[C@H](NC(=O)[C@H](Cc1ccccc1)n1c(=O)[nH]c2ccccc2c1=O)C(=O)N1CCC[C@@H]1C(=O)O (stereo partly drawn)	24	1	-6	-3	0.2	-1	-4	.	1.0
C[C@H](NC(=O)C1CCN(C(=O)[C@H](Cc2ccccc2)NC(=O)OC(C)(C)C)CC1)C(=O)O	2	2	2	8	0.7	-7	-3	-5	1.3
COc1ccc(Nc2nc(-c3ccc(C)cc3)nc3ccccc23)c(OC)c1	.	-1	14	1	0.2	15	-5	-30	0.8
O=S(=O)(c1cc(F)ccc1F)N1CCN(C2CCCCC2)CC1	-4	9	9	-3	0.0	5	-1	0	-0.2
Cc1cccc(NC(=O)c2nc[nH]c2C(=O)N[C@@H](CC(C)C)C(=O)OC(C)(C)C)c1	-16	5	-3	-3	-0.4	-7	6	.	0.8
CC1CCCN(C(=O)c2sc3cc([N+](=O)[O-])ccc3c2Cl)C1 (stereo not drawn)	18	0	-7	-3	-0.7	4	-1	-11	0.9
CC1CN2C(c3ccc([N+](=O)[O-])cc3)=CSC2=N1 (stereo not drawn)	-8	3	-10	-12	0.3	-16	0	4	-0.1
COC(=O)[C@H](C)NC(=O)Nc1ccc(S(N)(=O)=O)cc1	3	3	1	0	0.7	-5	12	-10	0.0
CCOc1ccc(CCNC(=O)COC(=O)CSc2ccc(C)cc2)cc1OCC	-3	3	9	-1	0.1	-5	7	-4	0.8
COc1ccc2nc(Nc3nc(CSc4nc5ccccc5[nH]4)cc(=O)[nH]3)nc(C)c2c1	-5	2	7	-1	-1.0	6	6	-19	-0.5
CC(C)C1(CCNC(=O)c2cccs2)CCOC(C)(C)C1 (stereo not drawn)	-6	1	9	0	0.6	4	-7	11	0.9
COCC(C)NC(=O)c1ccc2c(c1)S(=O)(=O)c1ccccc1C2=O (stereo not drawn)	-1	2	9	-4	0.9	-9	0	0	0.7
CCOC(=O)CSc1nc2ccccc2c(=O)n1CCCCCC(=O)NCc1ccco1	-16	7	-23	-12	0.5	-10	-1	3	-1.8
O=C(c1ccccc1)N1N=C(c2cccs2)CC1c1ccccc1O (stereo not drawn)	4	6	-7	-6	0.4	28	0	-29	0.2
Cc1onc(-c2c(Cl)cccc2Cl)c1C(=O)O/N=C(\C#N)c1ccccc1	3	1	-1	-2	-0.5	1	4	-14	-0.4
CSc1ccc(CN(C)Cc2cc(=O)oc3c(C)c(C)ccc23)cc1	0	5	5	-5	0.7	-4	1	1	1.0
CC1=NN(C(=O)c2csc(C)c2)C(O)(C(F)(F)F)C1 (stereo not drawn)	-35	0	-7	-3	0.3	3	7	-5	-0.6
Clc1cccc(-c2nc(NCc3cccnc3)c3ccccc3n2)c1	0	4	0	-7	0.2	0	0	-1	1.2
CCc1nnc(NC(=O)CCC(=O)N2CCCC2)s1	13	4	1	1	-0.1	27	2	1	-0.1
CC(C)C(NS(=O)(=O)c1ccc2c(c1)OCCO2)C(=O)NCCc1ccccn1 (stereo not drawn)	17	1	7	-2	-0.2	-1	-6	7	-0.2
COc1cccc(-c2nnc3sc(CN4CCCCC4)cn23)c1	.	1	5	-4	0.3	13	-1	-1	.
Clc1ccccc1-c1nnc2sc(CCc3ccccc3)nn12	0	10	10	-8	-0.3	-6	-5	-2	1.0
Cc1cc(C)c(S(=O)(=O)n2cnc3ccccc32)c(C)c1	12	2	23	0	-1.7	-2	-11	2	-0.4
Cc1noc(C)c1CSCC(=O)Nc1ccc(Br)cc1Cl	.	6	.	3	-0.3	-10	10	-2	.
Cc1ccc(Cc2cnc(NC(=O)/C(C#N)=C/c3ccc(-c4ccc([N+](=O)[O-])cc4)o3)s2)cc1	8	2	14	-2	0.1	-10	0	4	0.5
C=CCOc1ccccc1/C=N/O	7	2	-10	2	-0.2	-3	7	14	0.0
O=C(c1cccc(F)c1)N1CCC(N2CCOCC2)CC1	-11	3	10	0	-0.5	-6	3	-11	0.8
Fc1ccc(C2=Nn3c(nnc3-c3n[nH]c4c3CCC4)SC2)cc1	0	0	12	-1	-0.2	-1	-5	-8	0.1
CC(C)Oc1ccc(CNC(=O)CCCN2C(=O)CCn3nc(-c4cccn4C)cc32)cc1	.	0	-4	0	0.2	3	1	-2	-1.0
COc1ccc(-n2cnnc2SCc2cnc(-c3ccccc3)s2)cc1	-11	2	-7	-3	-0.4	1	-2	-2	-1.6

5 entries from above, as comma-separated lines.
SMILES,D2 antag,D1 agonist,D2 PAM,D1 potentiator,TRHR ag,D1 antagonist,TRHR enhancer,RXFP1 antagonist,D2 agonist
COc1cccc(-c2nnc3sc(CN4CCCCC4)cn23)c1,.,1,5,-4,0.3,13,-1,-1,.
O=C(c1cccc(F)c1)N1CCC(N2CCOCC2)CC1,-11,3,10,0,-0.5,-6,3,-11,0.8
CC(C)C(NS(=O)(=O)c1ccc2c(c1)OCCO2)C(=O)NCCc1ccccn1 (stereo not drawn),17,1,7,-2,-0.2,-1,-6,7,-0.2
Cc1cc(C)c(S(=O)(=O)n2cnc3ccccc32)c(C)c1,12,2,23,0,-1.7,-2,-11,2,-0.4
Clc1ccccc1-c1nnc2sc(CCc3ccccc3)nn12,0,10,10,-8,-0.3,-6,-5,-2,1.0

One compound at a time, from the list above.
CSc1ccc(CN(C)Cc2cc(=O)oc3c(C)c(C)ccc23)cc1 is entered as D2 antag = 0; D1 agonist = 5; D2 PAM = 5; D1 potentiator = -5; TRHR ag = 0.7; D1 antagonist = -4; TRHR enhancer = 1; RXFP1 antagonist = 1; D2 agonist = 1.0
CC(C)C(NS(=O)(=O)c1ccc2c(c1)OCCO2)C(=O)NCCc1ccccn1 (stereo not drawn) is entered as D2 antag = 17; D1 agonist = 1; D2 PAM = 7; D1 potentiator = -2; TRHR ag = -0.2; D1 antagonist = -1; TRHR enhancer = -6; RXFP1 antagonist = 7; D2 agonist = -0.2

Later entries:
SMILES	D2 antag	D1 agonist	D2 PAM	D1 potentiator	TRHR ag	D1 antagonist	TRHR enhancer	RXFP1 antagonist	D2 agonist
Cc1ccc(C(=O)Nc2ccc(S(=O)(=O)N3CCc4ccccc4C3)cc2)o1	-5	7	-2	4	0.4	-18	-3	-11	0.7
Cc1ccc(SCc2cn3c(C)cc(C)nc3n2)cc1	2	2	3	-3	0.3	6	-1	-27	-1.0
O=C(NCc1ccccc1)c1ccc(CNc2c(N3CCCC3)c(=O)c2=O)cc1	-4	2	5	-8	0.1	-9	3	-3	-1.2
Cc1ccc(CC2CC(=O)N(c3nc4ccccc4s3)C2=O)cc1 (stereo not drawn)	10	2	1	-5	-1.6	0	4	0	0.3
C=CCn1c2ccccc2c2nnc(SCC(=O)NC(C(=O)OC)C(C)C)nc21 (stereo not drawn)	-27	2	-1	4	-0.1	6	2	-8	-1.9
COC(=O)CC1Oc2ccccc2-n2cc(-c3ccc(F)cc3)nc21 (stereo not drawn)	.	3	1	-4	-1.4	6	-3	.	1.0
CC[C@H](C)[C@@H](C(=O)N1CCNCC1)n1cc([C@@H](N)Cc2ccc(O)cc2)nn1	7	-4	-3	-3	0.4	10	-2	.	0.3
CC(C)NC(=O)COC(=O)c1ccc(S(=O)(=O)N2CCCC2)cc1	-3	5	1	-9	0.6	1	4	-98*	-0.2
O=C(c1cc(COc2cccc(C(F)(F)F)c2)on1)N1C[C@H]2CC[C@H]1C2	-3	2	-11	-4	0.6	-16	0	-38	1.2
S=C(c1ccc2c(c1)OCO2)N1CCCC1	-13	4	.	-7	0.9	-10	-2	13	-0.3
COc1ccc(-c2cc(C(=O)NCc3cccnc3)no2)cc1OC	13	2	11	-3	-0.6	-24	0	-4	0.1
COC(=O)c1ccc(C(=O)OC)c(NC(=O)CSCC(=O)O)c1	-5	2	-9	2	0.5	10	-3	6	0.1
O=C1C2C(c3ccccc3)(C(=O)N1c1ccc(Cl)cc1)C2(c1ccccc1)c1ccccc1 (stereo not drawn)	3	1	3	-1	0.9	4	4	-15	0.0
O=S(=O)(c1ccc(Br)s1)N1CCN(c2ccccc2)CC1	-17	3	7	-3	1.8	-7	-10	-21	0.6
OC[C@H](O)[C@H](O)[C@@H](O)[C@@H](O)[C@@H]1SC(c2ccccc2)=NN1c1ccccc1	-1	1	2	-3	0.5	1	-2	-18	0.7

Sorted by SMILES length (smallest number first): 3 of the compounds above.
SMILES	D2 antag	D1 agonist	D2 PAM	D1 potentiator	TRHR ag	D1 antagonist	TRHR enhancer	RXFP1 antagonist	D2 agonist
Cc1ccc(SCc2cn3c(C)cc(C)nc3n2)cc1	2	2	3	-3	0.3	6	-1	-27	-1.0
CSc1ccc(CN(C)Cc2cc(=O)oc3c(C)c(C)ccc23)cc1	0	5	5	-5	0.7	-4	1	1	1.0
O=C1C2C(c3ccccc3)(C(=O)N1c1ccc(Cl)cc1)C2(c1ccccc1)c1ccccc1 (stereo not drawn)	3	1	3	-1	0.9	4	4	-15	0.0

Following part:
SMILES	D2 antag	D1 agonist	D2 PAM	D1 potentiator	TRHR ag	D1 antagonist	TRHR enhancer	RXFP1 antagonist	D2 agonist
CCCCCNC(=O)CCCCCn1c(=O)[nH]c2ccsc2c1=O	.	-1	-13	1	-0.4	-3	-4	.	-0.9
CN(C)S(=O)(=O)c1cccc(-c2cn3cc(Cl)ccc3n2)c1	.	2	.	2	0.8	-10	-6	-24	.
CC(C)C(NC(=O)c1ccc(Cl)cc1)C(=O)O (stereo not drawn)	-7	0	2	-2	0.7	26	7	-2	.
O=C(OCC(=O)N1CCCC1=O)c1cc2ccccc2o1	22	3	5	-5	0.2	-6	-1	0	0.8
O=C(NC1CCCCC1)c1ccc(CSc2nc3ccncc3n2Cc2ccccc2)cc1	.	2	3	-3	-0.7	-5	-4	-8	1.0
Cc1cc(N/N=C/c2cccc(Cl)c2)nc(NCc2ccccc2)n1	21	2	-3	-7	-1.3	1	2	-10	-1.5
Cc1cccc(C(=O)NC(=O)Nc2c(C)cc(C)nc2C)c1	12	9	5	1	0.5	-11	2	-4	0.3
Cc1ccc(NC(=O)CN2C(=O)C(=O)N(C3CCCC3)C2=O)c(Cl)c1	.	2	9	1	-1.3	-13	9	-7	.
O=C(OCc1ccccc1)C1=NNC2C(=O)N(c3ccccc3)C(=O)C12 (stereo not drawn)	-10	2	2	-5	0.0	-2	1	-10	0.1
Cc1nn(-c2ccccc2)c(N)c1C(c1ccc(C(C)C)cc1)c1c(C)nn(-c2ccccc2)c1N	-5	1	11	5	0.0	12	2	.	1.4
